Bioassay records deposited in PubChem BioAssay by National Center for Advancing Translational Sciences (NCATS).
Akt phos inh: inhibitors of Akt phosphorylation. Neuro2A IGF-stimulated pAkt S473 HTRF, 20 min; stronger effect = lower value. activity change, % for hits at 50 µM. actives 0.32% (n = 360,000). AID 651550; in the data active means activity change below about -80%; inconclusive means mostly about -51% to -80%; further: on the % scale 0 is the no-effect control and ±100 the full control effect
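Neuro2A cells in DMEM with 0.5% FBS, overnight at 37 deg C, given compound at single 50 µM final, then IGF (6 nM final) for 20 min at 37 deg C. Lysed; phospho-Akt Ser473 by HTRF after 24 h, 665/615 ratio.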
EPAC2 agonist: activates human EPAC2 exchange factor. Potency, µM (highest dose often 154 µM), inactives show at the highest dose activation, actives largely listed as activators. EPAC2 activation, biochemical qHTS; response scale: 100% = 6.5 mM cAMP response. actives 0.079% (n = 360,000). Q8WZA2; further: potency means the concentration at half of the fitted maximal effect; nearly all actives have a fitted effect of over 50% in size
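Fluorescence exchange assay: 100 nM EPAC2 with 250 nM RAP1B-BODIPY-GDP and 50 uM GDP; compounds tested as a concentration-titration series (qHTS). Loss of Rap1-bound BODIPY-GDP fluorescence read at 480/540 nm; data normalized to 6.5 mM cAMP.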
DRD3 antagonist: D3 dopamine receptor (human) antagonism; D3R cells, DiscoveRx beta-arrestin luminescence, antagonist mode; stronger effect = lower value; actives 2.5% (n = 360,000); max response, negative = inhibition, %; P35462; AID 652054; in the data active means max response below about -50%; inconclusive means no clear call, values can overlap the other calls; further: on the % scale 0 is the no-effect control and ±100 the full control effect; mostly tested at two doses, the higher about 12 µM
Target sequence (P35462 whole entry, looked up): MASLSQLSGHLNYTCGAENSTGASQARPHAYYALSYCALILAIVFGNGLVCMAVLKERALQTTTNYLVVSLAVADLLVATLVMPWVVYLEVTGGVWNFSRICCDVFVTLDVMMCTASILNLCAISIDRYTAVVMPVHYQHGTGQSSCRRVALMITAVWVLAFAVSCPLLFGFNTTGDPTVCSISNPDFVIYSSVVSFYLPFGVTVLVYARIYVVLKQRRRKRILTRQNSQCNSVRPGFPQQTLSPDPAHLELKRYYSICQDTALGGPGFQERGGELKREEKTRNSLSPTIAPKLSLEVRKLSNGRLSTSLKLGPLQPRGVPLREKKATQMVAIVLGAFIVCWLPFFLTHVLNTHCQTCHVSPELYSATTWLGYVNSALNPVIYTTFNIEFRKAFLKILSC
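Cells plated overnight at 1500 cells/well, then exposed to library compounds with dopamine controls for 90 minutes at 37 degrees C. DiscoveRx reagent added for 30–60 minutes at room temperature; luminescence read, quantitative HTS format.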
PTHR1 ag: activates the human parathyroid hormone receptor PTHR1 | Q03431 | HEK293 GP2 PTHR1 cells, GloSensor cAMP luminescence, 1 h | Potency, µM (doses to about 115 µM), inactives show at the top dose activation, most hits filed as activators | actives 0.075% (n = 410,000) | AID 743266; further: potency means the concentration at half of the fitted maximal effect; nearly all actives have a fitted effect of over 55% in size; some results filed as inactive show a strong effect at the top dose; inactives centre near -15; many of its hits are not listed in these tables
Target sequence (Q03431 whole entry, looked up): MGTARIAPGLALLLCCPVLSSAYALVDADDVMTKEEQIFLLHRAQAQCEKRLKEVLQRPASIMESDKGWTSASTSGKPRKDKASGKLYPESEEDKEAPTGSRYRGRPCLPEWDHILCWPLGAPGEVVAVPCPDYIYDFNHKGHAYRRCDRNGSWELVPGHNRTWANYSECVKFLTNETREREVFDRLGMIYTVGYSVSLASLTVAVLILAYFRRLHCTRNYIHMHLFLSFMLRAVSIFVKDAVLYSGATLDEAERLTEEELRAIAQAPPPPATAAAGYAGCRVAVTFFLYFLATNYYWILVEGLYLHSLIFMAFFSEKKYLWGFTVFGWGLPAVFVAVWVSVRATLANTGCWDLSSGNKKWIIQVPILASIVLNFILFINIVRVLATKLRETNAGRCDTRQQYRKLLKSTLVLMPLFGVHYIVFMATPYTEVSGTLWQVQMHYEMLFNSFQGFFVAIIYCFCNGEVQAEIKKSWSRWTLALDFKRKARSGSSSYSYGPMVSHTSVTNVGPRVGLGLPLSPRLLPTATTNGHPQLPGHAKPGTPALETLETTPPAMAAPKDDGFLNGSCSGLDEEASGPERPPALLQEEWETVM
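HEK-293-derived GP2 cells expressing PTHR1 and a GloSensor cAMP reporter, 3,000/well, plated overnight, given luciferin plus IBMX (each 0.5 mM as added) for 1 h at 37 °C, then compound for 1 h at 37 °C. Luminescence was read after 15 min at room temperature.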
D3 ag: agonists of human D3 dopamine receptor. P35462. D3R DiscoveRx beta-arrestin cells, luminescence, 90 min. max activation, %. actives 0.58% (n = 410,000); in the data active means max activation above about 30%; further: 0% is about no effect; mostly tested at two doses, the higher about 12 µM
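Agonist mode: compounds and dopamine controls were applied to plated cells for 90 min at 37 degrees C after an overnight attachment at 1500 cells/well. Luminescent read-out followed 30 - 60 minutes at room temperature with DiscoveRx detection reagent.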
Mm-Cpn inhibitor: blocks the Methanococcus maripaludis chaperonin Mm-Cpn; purified Mm-Cpn ATPase, ADP Transcreener TR-FRET; Potency, µM (doses to about 76.9 µM), for inactives: top-dose activity, negative = inhibition, usual class: inhibitors; actives 0.031% (n = 330,000); further: potency means the concentration at half of the fitted maximal effect; on the % scale 0 is the no-effect control and ±100 the full control effect; nearly all actives have a fitted effect of over 80% in size
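Quantitative HTS used 25 nM Mm-CPN and 10 uM ATP in magnesium/KCl Tris buffer, pH 7.4, with 1 mM DTT. Hydrolysis ran 30 min at 37°C; ADP was read by HTRF.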
CCT modulator: changes cytosolic chaperonin activity; purified chaperonin ATPase assay, HTRF ADP detection, 30 min; activity change, % (no concentration beside the values), hits read low; actives 0.3% (n = 360,000); AID 651819; in the data active means activity change below about -30%; further: on the % scale 0 is the no-effect control and ±100 the full control effect
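First, chaperonin was dispensed at 40 nM or 20 nM final depending on batch activity. Next, compounds were pinned at 76 uM and ATP added at 10 uM. After 30 min at 37 °C, ADP detection reagents ran 30 min at ambient temperature.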
EPAC2 antag: blocks human EPAC2 exchange factor; actives 0.18% (n = 360,000); EPAC2 GEF exchange of Rap1B-BODIPY-GDP, fluorescence; Q8WZA2; Potency, µM (top dose mostly 114 µM), without a hit: at the highest dose activity, negative = inhibition, hits mostly inhibitors; further: potency means the concentration at half of the fitted maximal effect; on the % scale 0 is the no-effect control and ±100 the full control effect; nearly all actives have a fitted effect of over 45% in size; many of its hits are not listed in these tables
* marks the source's active call; other numbers are inactive results; i = inactive; u = inconclusive; x = no result given; [ ] = dose if it differs, or a comment. Unless noted, the call rests on the fitted dose curve; in most records, active means well fitted curve in the direction sought with a large enough effect; inconclusive means small, poorly fitted or top-dose-only effect, or another doubt; inactive means no such curve, though single readings can be large; an effect the other way counts as inactive or inconclusive. This is a subset, so the mix of outcomes need not match the whole.

mol | D3 ag | PTHR1 ag | Mm-Cpn inhibitor | EPAC2 agonist | EPAC2 antag | Akt phos inh | CCT modulator | DRD3 antagonist
CCCC(C)NS(=O)(=O)c1ccc(OC)c(C)c1 (centres undefined) | -4 | -3% | 1% | 15% | -3% | x | -1.8 | -12
Cc1nnc(N/N=C/c2ccc(-c3ccc(Br)cc3)o2)n1N | 3 | -22% | -7% | 11% | 1% | i | -6.6 | -1
COc1ccc(OCC(=O)NC(=S)Nc2ccc(N3CCOCC3)c(Cl)c2)cc1 | 2 | -41% | -3% | 12% | 0% | i | -1.6 | 8
CCOc1ccc(N=C2NC(=O)S/C2=C\c2ccc(OC)cc2)cc1 | -16 | 6%[57.5 µM] | -1% | 2% | 0% | i | 0.0 | -25
CCOC(=O)Cc1csc2nc3sc(C)c(C)c3c(=O)n12 | 0 | i | -8% | 6% | -1% | i | -7.3 | 25
COc1cc2c(cc1NC(=O)C(C)OC(=O)/C=C/c1ccc(OC(F)F)cc1)oc1ccccc12 (centres undefined) | 4 | -32%[inhibitor] | 1% | 10% | -4% | i | -3.9 | -10
O=C(Nc1cccc(F)c1)c1cc(-c2ccco2)nc2ccccc12 | -2 | i | x | 6% | 2% | i | -2.1 | -8
O=C(/C=C/c1ccc([N+](=O)[O-])cc1)N(c1ccccn1)C1CCCCC1 | -4 | -5% | 1% | 11% | 3% | i | -0.9 | -18
CCOc1ncccc1C(=O)OCC(=O)NC1CC1 | 2 | i | -1% | 5% | 3% | i | -0.7 | 1
COc1ccccc1-c1cn[nH]c1-c1ccc(OCC(=O)NN)cc1O | -4 | -4% | 0% | 4% | 0% | i | 0.2 | 0
NC(=O)c1c(NC(=O)c2cnccn2)sc2c1CCCC2 | 9 | -12% | 1% | 2% | -9% | i | -8.5 | 5
CC(OC(=O)/C(C#N)=C/c1ccc(N(C)C)cc1)C(=O)N(C)c1ccccc1 (centres undefined) | 7 | -39%[inhibitor] | 1% | 63µM* | 56%[activator] | i | -0.6 | 13
CCOc1ccccc1OCC(=O)O | 0 | i | 1% | 4% | -11% | i | -1.9 | -24
CC1Cc2cc(S(=O)(=O)N3CCC(C(=O)N(C)Cc4ccco4)CC3)ccc2N1C(=O)C1CCC1 (centres undefined) | 0 | -11% | 2% | 12% | -5% | x | -2.6 | -2
CCCN(CCC)C(=O)C[n+]1cccc(/C=N/O)c1 | 18 | -6% | 1% | 13% | 9% | i | -4.9 | 1
CCOCCCNCC(=O)N1CCN(S(=O)(=O)c2ccc(C)cc2)CC1 | -28 | -8%[57.5 µM] | -5% | 0% | -4% | i | -1.5 | 7
CC(=O)c1cccc(S(=O)(=O)Nc2cccc(S(=O)(=O)NC3=NCCC3)c2)c1 | -12 | -5% | -9% | -1% | -1% | i | -4.2 | -30
COCCCn1cc(CN2CC(N(C)C)CS2(=O)=O)nn1 (centres undefined) | 0 | -23% | x | 12% | 8% | i | 0.9 | -11
CCC(C)CN1C(=O)CN(S(C)(=O)=O)CC1(C)C(=O)Nc1ccc2c(c1)OCCO2 (centres undefined) | 4 | -10% | x | 3% | u | i | x | 15
Cc1cccc(C)c1NC(=O)CN(C)CCc1ccccc1 | -6 | -7% | x | 1% | -9% | i | -2.8 | u
Oc1ccc2ccccc2c1/C=N/c1nc2c(s1)CCCC2 | 2 | -1%[57.5 µM] | -2% | 6%[15.6 µM] | u | x | 0.2 | 10
COc1ccc(NC(=O)Nc2cccc3ccccc23)c(OC)c1 | -6 | -12% | -2% | 4% | -3% | i | -0.6 | -1
COc1cccc(-c2cnc(C(O)c3c(C)cccc3C)[nH]2)c1 (centres undefined) | 4 | i | x | -1% | 0% | i | 1.5 | 4
CCOC(=O)N1CCN(C(=O)c2ccc(OCC)cc2)CC1 | -8 | -8% | -3% | 21% | 5% | i | -4.8 | -5
CCOC1=C2CN(S(=O)(=O)c3ccc(Cl)cc3)[C@H](c3ccccc3)C[C@@H]2N(S(=O)(=O)c2ccc(C)cc2)[C@H](c2ccccc2)C1 | 6 | -20% | x | 4% | 23% | i | 1.8 | 15
CC(C(=O)N1CCN(c2ccc([N+](=O)[O-])cc2)CC1)N1C(=O)C2CC=CCC2C1=O (centres undefined) | 4 | -40%[inhibitor] | -2% | 10% | -2% | i | 1.6 | 4
COc1ccc(C(c2c(O)cc(C)oc2=O)c2c(O)cc(C)oc2=O)cc1 | -9 | -5% | -3% | -8% | 12% | i | -0.1 | -24
CCN(CC(=O)Nc1ccc(NC(C)=O)cc1)C(=O)/C=C/c1cn(Cc2ccccc2)nc1-c1cccnc1 | 4 | i | 1% | 4% | 1% | i | 1.7 | 4
Cc1ccc(NC(=O)CN2C(=O)NC(C)(C3CC3)C2=O)c([N+](=O)[O-])c1 (centres undefined) | 2 | -18% | 0% | -1% | 8% | i | 2.5 | 0
CCS(=O)(=O)C1=NSC2=NC(=O)/C(=C\c3ccc(OS(=O)(=O)c4ccccc4)cc3)C(=N)N21 | -4 | -6% | -1% | 1% | -5% | i | -1.8 | -17
Cc1ccc(/C=C/C(=O)N2CCN(S(=O)(=O)c3c(C)c(C)cc(C)c3C)CC2)o1 | 4 | -12% | -1% | -3% | 9% | i | -2.0 | 6
CN(/N=C/c1ccc([N+](=O)[O-])o1)c1ccccc1 | -12 | i | -1% | -4% | -10% | i | -2.6 | -28
CCOC(=O)Nc1c(C(=O)OC)[nH]c2cc(OC)ccc12 | -12 | i | 0% | 1% | -1% | i | -4.7 | -29
CCOC(=O)C1CCN(C(=O)COC(=O)CNC(=O)c2sc3ccccc3c2Cl)CC1 | 0 | -7% | -9% | 13% | -2% | i | -0.1 | -2
CC(NC(=O)c1ccccc1Br)c1nnc(SCC(=O)NC2CCCCC2)n1C (centres undefined) | 11 | i | -2% | 7% | 3% | i | -1.5 | 1
CCn1cc(CNCc2cn(C)nc2-c2ccc(C3CCCCC3)cc2)cn1 | -2 | -7% | 1% | 2% | -1% | i | 1.1 | 11
Clc1ccc(-c2cn3nc4c(nc3n2)CCCC4)cc1 | -4 | -16% | 1% | 13% | 11% | u | -11 | -3
O=C(Nc1ccccc1)c1cc(C2CCCCN2C(=O)CCc2ccccc2)on1 (centres undefined) | 30 | -48%[inhibitor] | x | 8% | -15% | i | -0.8 | 5
COCc1ccc(CN2CCc3c([nH]c4ccccc34)C2C(C)(C)C)o1 (centres undefined) | -1 | i | -2% | 15% | -9% | i | -2.0 | 1
COc1ccc(N2CC(C(=O)Nc3nnc(SCCC4OCCO4)s3)CC2=O)cc1 (centres undefined) | 4 | -23% | 2% | 0% | -1% | i | -2.4 | 18
N#Cc1c(SCC(N)=O)nc2c(c1-c1ccncc1)CCCC2 | 4 | -11% | -3% | 5% | 0% | i | 0.4 | 15
CCc1ccccc1NC(=O)c1cc(C)no1 | -4 | i | 2% | 3% | -9% | i | 0.9 | 2
Cn1c(=O)c2c(nc(NC3CCCCC3)n2Cc2ccccc2)n(C)c1=O | 1 | i | -1% | 4% | -2% | i | -3.5 | 0
Cn1c2c(c(=O)n(C)c1=O)C(CC(=O)Nc1ccccc1F)C(=O)N2 (centres undefined) | -10 | -2% | 2% | 7% | -2% | i | -1.9 | -18
CCCn1c(N)c(N(CCOC)C(=O)CCC2CCCCC2)c(=O)[nH]c1=O | -9 | i | 2% | 1% | 9% | i | 0.5 | -18
CCOC(=O)N1CCN(C(=O)c2cn(CC)c3ccc(S(=O)(=O)N4CCC(C)CC4)cc3c2=O)CC1 | -13 | -9% | -3% | 5% | 1% | i | -2.8 | -29
CCOC(=O)Cc1csc(NC(=S)NC(=O)c2ccc(C)cc2)n1 | 2 | -15% | -22% | 6% | -4% | i | 2.4 | -8
C[C@@H]1c2ccccc2N2C[C@H](Cc3ccc(C(=O)c4ccccc4)cc3)C[C@@H]12 | -10 | -25% | x | 4% | 2% | i | 1.4 | -7
Cc1nc(SC2C=CS(=O)(=O)C2)n[nH]1 (centres undefined) | 14 | i | -3% | 5% | -5% | i | -0.2 | 15
O=C(CN1C(=O)NC2(CCCCC2)C1=O)Nc1ccc2c(c1)CCC2 | 1 | i | 1% | -1% | -6% | i | -1.1 | 10
CC1CC(C)CN(S(=O)(=O)c2cc3c4c(c2)CCC(=O)N4CCC3)C1 (centres undefined) | -2 | i | 2% | -14% | 2% | i | -2.1 | -9
Cn1c2ccc(F)cc2c2ncn(CCN3CCOCC3)c(=O)c21 | 1 | i | 0% | -8% | -1% | i | -2.3 | 16
Cc1cc(N=Nc2c(O)c3ccccc3[nH]c2=O)ccc1N=Nc1ccc(C(=O)N(C)C)cc1 | 3 | i | 0% | -3% | -5% | i | 0.9 | 5
Cc1ccc2nc(SCC(=O)NCc3ccccc3Cl)nc(=O)n2c1 | 1 | i | -1% | 8% | 0% | i | 0.0 | -17
O=C1C2C3C=CC(CC3)C2C(=O)N1c1cccc(C(F)(F)F)c1 (centres undefined) | -3 | -24% | -1% | 9% | -22% | i | -2.4 | 0
COc1ccc(CCNc2oc(-c3ccco3)nc2C#N)cc1 | -4 | i | 0% | 10% | -1% | i | -4.9 | 1
CCOc1ccccc1NC(=O)Cn1nnc(C(=O)NCc2ccc3c(c2)OCO3)c1N | -8 | -2% | 1% | 10% | -10% | i | -1.1 | -24
CN(Cc1cc(Cl)cc(Cl)c1O)Cc1c(O)ccc2ccccc12 | 20 | -22% | x | 17% | -24% | i | -1.0 | 2
CSCCC1C(=O)OC2(C)CC(C)(C)NC(=S)N12 (centres undefined) | -4 | -11%[57.5 µM] | -2% | 6% | -1% | i | -6.5 | -4
CCOc1ccc(Cl)cc1-c1cc(C(=O)NCc2ccccc2OC)[nH]n1 | -6 | -16% | x | 12% | -9% | i | -0.3 | -7

Ordered by count of non-hydrogen atoms (rising): some entries from above
mol | D3 ag | PTHR1 ag | Mm-Cpn inhibitor | EPAC2 agonist | EPAC2 antag | Akt phos inh | CCT modulator | DRD3 antagonist
Cc1nc(SC2C=CS(=O)(=O)C2)n[nH]1 (centres undefined) | 14 | i | -3% | 5% | -5% | i | -0.2 | 15
CSCCC1C(=O)OC2(C)CC(C)(C)NC(=S)N12 (centres undefined) | -4 | -11%[57.5 µM] | -2% | 6% | -1% | i | -6.5 | -4
CCOc1ccc(Cl)cc1-c1cc(C(=O)NCc2ccccc2OC)[nH]n1 | -6 | -16% | x | 12% | -9% | i | -0.3 | -7
